Screening results as filed in PubChem BioAssay.
IMPase Li inh – membrane-permeable IMPase blocker, potentiated with lithium | CHO-M1 cells, IP1 TR-FRET (IP-One), carbachol + lithium | Potency, µM (highest dose often 59.4 µM), for the others: at the top dose activity, negative = IMPase inhibition, usual class: inhibitors | 210,000 compounds, 0.35% hits | AID 1457;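 also: IP1 builds up when IMPase is blocked and the TR-FRET signal falls; potency is read from the fitted curve at half-maximal effect; plate controls were basal vehicle for no effect and high inhibitor control for full effect; nearly all actives have a fitted effect of over 50% in size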
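CHO-M1, 2000 cells/well, 16–30 h culture; cpd + low Li+, 30 min 37C; lysis with d2-IP1/Eu-anti-IP1 Ab, 10 min RT; TR-FRET 665/620 ratio and 620 channel; AC50 via Hill.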
NPSR antag – neuropeptide S receptor (human) antagonism, cAMP; Q6W5P4; CHO-NPSR cells, cAMP TR-FRET, antagonist mode; Potency, µM (series often up to 38.3 µM), without a hit: at the top dose activity change, negative = inhibition, most hits filed as inhibitors; 220,000 compounds, 1% hits; also: potency is read from the fitted curve at half-maximal effect; % is scaled to controls: 0 for no effect and ±100 for the full control effect; nearly all actives have a fitted effect of over 50% in size; many of its hits are not listed in these tables
Target sequence (Q6W5P4 whole entry, looked up): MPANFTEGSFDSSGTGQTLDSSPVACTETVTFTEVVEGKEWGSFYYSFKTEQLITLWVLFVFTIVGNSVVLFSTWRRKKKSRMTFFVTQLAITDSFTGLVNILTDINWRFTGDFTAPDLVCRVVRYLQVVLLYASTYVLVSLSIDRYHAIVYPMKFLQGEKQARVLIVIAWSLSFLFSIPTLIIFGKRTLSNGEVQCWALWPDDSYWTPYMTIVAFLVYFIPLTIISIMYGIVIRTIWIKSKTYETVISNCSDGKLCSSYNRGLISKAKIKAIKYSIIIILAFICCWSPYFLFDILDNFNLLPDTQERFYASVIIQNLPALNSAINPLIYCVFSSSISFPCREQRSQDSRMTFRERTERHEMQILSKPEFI
Epigenetic derep – derepresses silenced GFP reporter in murine cells. murine LDR cells, GFP reporter derepression, 30 h. Potency, µM (doses to about 53.9 µM), without a hit: at the top dose GFP activation, hits mostly activators. 280,000 compounds, 0.2% hits. AID 1865; also: potency is read from the fitted curve at half-maximal effect; % of control where 0% means no effect; nearly all actives have a fitted effect of over 60% in size
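In this reporter-derepression format, murine cells bearing a silenced integrated CMV-GFP locus incubate with test compound (30 h, 37 C), then are washed and imaged; fluorescent objects of 20–120 um count as induced cells.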
CBFb RUNX1 block – blocks binding between human CBF-beta and RUNX1; AlphaScreen CBFb-His/RUNX1-biotin binding, biochemical; Potency, µM (top dose mostly 59.8 µM), for the others: top-dose activity, negative = inhibition, most hits filed as inhibitors; 230,000 tested, under 10 active; AID 1477; also: % of control where 0% means no effect
Target sequence (Q01196 whole entry, looked up): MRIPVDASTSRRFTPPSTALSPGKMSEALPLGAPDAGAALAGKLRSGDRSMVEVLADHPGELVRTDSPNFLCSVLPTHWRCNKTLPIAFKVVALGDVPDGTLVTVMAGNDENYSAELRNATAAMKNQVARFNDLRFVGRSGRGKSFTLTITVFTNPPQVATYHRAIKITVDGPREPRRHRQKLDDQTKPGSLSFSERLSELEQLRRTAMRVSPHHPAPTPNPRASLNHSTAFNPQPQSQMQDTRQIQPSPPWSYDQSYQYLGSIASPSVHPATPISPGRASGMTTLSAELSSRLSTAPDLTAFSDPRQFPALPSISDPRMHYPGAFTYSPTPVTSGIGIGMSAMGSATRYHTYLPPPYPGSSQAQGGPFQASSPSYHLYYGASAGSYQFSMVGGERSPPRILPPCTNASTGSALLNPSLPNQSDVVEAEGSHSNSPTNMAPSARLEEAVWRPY
Target sequence (Q13951 whole entry, looked up): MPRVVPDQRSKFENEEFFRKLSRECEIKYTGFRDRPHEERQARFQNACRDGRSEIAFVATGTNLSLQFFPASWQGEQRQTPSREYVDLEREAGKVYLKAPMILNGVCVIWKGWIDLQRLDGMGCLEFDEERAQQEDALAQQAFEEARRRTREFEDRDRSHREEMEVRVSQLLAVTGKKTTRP
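Room-temperature protein-protein interaction test with 30 nM each of His-tagged CBF-beta and biotinylated RUNX1, 15 min with compound, then 90 min with nickel plus streptavidin beads. Signal read in AlphaScreen mode.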
HttQ103 aggreg – mutant huntingtin aggregation inhibition | PC12 HttQ103-GFP aggregates, Acumen cytometry, 40 h | Potency, µM (series often up to 46.1 µM), without a hit: at the top dose activity change, negative = inhibition, actives largely listed as inhibitors | 220,000 compounds, 1.1% hits; also: potency is read from the fitted curve at half-maximal effect; % is scaled to controls: 0 for no effect and ±100 for the full control effect; nearly all actives have a fitted effect of over 60% in size
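Inducible Q103 Huntingtin exon 1–GFP PC12 line, 1500 cells/well in phenol red free DMEM with 5% equine and 5% calf serum. Tebufenozide 100 nM induced expression; compounds titrated; aggregates quantified by cytometry.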
KinaseGlo FLuc – blocks Kinase-Glo luciferase, a counter-screen artifact; Q27757; Kinase-Glo luciferase, ATP luminescence, 8 min; Potency, µM (top dose mostly 38.3 µM), without a hit: at the highest dose activity change, negative = inhibition, actives largely listed as inhibitors; 200,000 compounds, 0.28% hits; AID 1379; also: potency is read from the fitted curve at half-maximal effect; % is scaled to controls: 0 for no effect and ±100 for the full control effect; nearly all actives have a fitted effect of over 60% in size
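Compound is pinned into ATP-containing buffer (10 uM ATP, imidazole pH 7.2, 7 mM MgCl2). Kinase-Glo luciferase reagent is then added. Light output is recorded following an 8-min room-temperature incubation.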
Lamin A splicing – modulators of lamin A splicing. HeLa LMNA splicing GFP/RFP minigene ratio, 48 h. Potency, µM (doses to about 46.1 µM), inactives show at the highest dose ratio change, negative = inhibition, most hits filed as inhibitors. 200,000 compounds, 0.01% hits; active = well fitted inhibition curve with a large enough effect in the signal ratio, with a control signal flat, not every such curve was filed as active; inconclusive = small, poorly fitted or top-dose-only effect, or effect the other way, or a change in a side signal; the % refers to the signal ratio; also: potency is read from the fitted curve at half-maximal effect; % is scaled to controls: 0 for no effect and ±100 for the full control effect
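S3 HeLa stable clones carrying a lamin A-EGFP splicing minigene plus DsRed2 were seeded at 600 cells/well in Opti-MEM with 2% FBS, pin-dosed and incubated 48 h at 37°C. Acumen cytometry (488 nm) gave the GFP/RFP total-intensity ratio.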
* = called active by the depositor; ? = inconclusive; . = no result given; & = joins results of further samples; [ ] = another dose, or the depositor's remark. Unless noted, calls follow the shape of the dose curve; as a rule, active = well fitted curve in the direction sought with a large enough effect; inconclusive = small, poorly fitted or top-dose-only effect, or another doubt; inactive = no such curve, though single readings can be large; an effect the other way counts as inactive or inconclusive. A portion of the library; the hit share may differ from the screen's.

SMILES	IMPase Li inh	NPSR antag	Epigenetic derep	CBFb RUNX1 block	HttQ103 aggreg	KinaseGlo FLuc	Lamin A splicing
O=C(NN1C(=O)c2ccccc2NC1c1ccco1)c1ccccc1 (stereo not drawn)	-7%	19%	2.2%	0%	-5%	-2%	.
Cc1ccc(S(N)(=O)=O)cc1NC(=O)/C=C/c1cccs1	6%[38.3 µM]	-8%[46.1 µM]	1.0%	1%	-3%	1%	2%
C=CCONC(=O)c1cc(OCC(F)(F)F)ccc1OCC(F)(F)F	-24%[38.3 µM]	-6%[46.1 µM]	0.0%	0%	4%	2%	5%
CC(Cc1ccccc1)C(=O)N[C@@H](CO)Cc1ccccc1 (stereo partly drawn)	4%&-6%	14%	6.8%&1.1%	-1%[2.36 µM]	4%	-3%&-2%	16%
N#Cc1nc(COc2cccc(Cl)c2)oc1NCCN1CCOCC1	.	-4%	0.3%	1%	19%[9.22 µM]	.	.
Cc1ccc([N+](=O)[O-])cc1N=C(c1ccc([N+](=O)[O-])cc1)N1CCOCC1	14%	1%	-0.9%	-4%	2%	4%	13%
COc1cccc(NC(=S)Nc2ccc(Br)cc2Cl)c1	.	?	0.0%	-5%	9%[9.22 µM]	.	.
C=CCOc1ccccc1CNc1ccccc1C	5%	-17%	-3.2%	-3%	-3%	-3%	-4%
COC(=O)c1nn(-c2ccccc2)c(Sc2ccc(Cl)cc2)c1/C=N/O	25%[38.3 µM]	-24%[46.1 µM]	0.0%	-4%	14%	1%	-9%
CCC(=O)Nc1ccc(F)c(Cl)c1	21%[38.3 µM]	9%[46.1 µM]	2.6%	8%	3%	-1%	12%
CCOC(=O)C(NC(C)=O)(NS(=O)(=O)c1ccccc1)C(F)(F)F (stereo not drawn)	23%[38.3 µM]	-4%[46.1 µM]	1.1%	4%	3.2µM*	-2%	3%
O=C(CCCn1c(SCc2cc(=O)n3cc(Cl)ccc3n2)nc2ccccc2c1=O)NCC1CCCO1 (stereo not drawn)	.	-2%	-1.1%	22%	-14%[9.22 µM]	.	.
O=C(O)c1cccnc1SCc1ccccc1Cl	-6%	10%	-1.4%	2%	19%[9.22 µM]	-1%	?
COc1cc(OC)c(/C=N/NC(=O)Cn2nc([N+](=O)[O-])cc2C)c(OC)c1	.	14%	3.8%	4%	-10%[9.22 µM]	.	.
CCCCCCOc1cccc(N)c1	-5%[38.3 µM]	19%[46.1 µM]	0.9%	10%	-3%	12%	-2%
CC1CC(C)(C)n2c(O)c(N=NC(N)=S)c3cccc1c32 (stereo not drawn)	.	?	3.1%	12%	24%[9.22 µM]	.	.
O=C1C2C3C=CC(CO)(O3)C2C(=O)N1c1ccccc1-c1ccccc1 (stereo not drawn)	15%[38.3 µM]	6.3µM*	-1.1%	0%	?	0%	8%
O=C(CCc1nc(-c2ccccc2F)no1)NC1CCCCC1	14%[38.3 µM]	-5%[46.1 µM]	-1.1%	2%	-17%	0%	2%
O=C(Nc1ccc(Cl)cc1)N1CCSC1=NCc1ccccc1	.	9%	0.0%	16%	-15%[9.22 µM]	.	.
Cc1ccc(-c2cn3cccnc3n2)cc1NC(=O)c1cccs1	-21%	-4%	-1.1%	-4%	-1%	0%	-11%
COc1ccc(C(=O)Nc2ccc3oc(-c4cccc(Cl)c4)cc(=O)c3c2O)cc1	.	-34%	2.3%	15%	-3%[9.22 µM]	.	.
CCSC1(SCC)N=C(N)C2(C#N)C(c3ccccc3)NC(C)=CC12C#N (stereo not drawn)	3%[38.3 µM]	-3%[46.1 µM]	-1.1%	-2%	-5%	12%	?
COc1cccc(-c2nccc(-n3ccnc3)n2)c1	1%	.	-0.9%	.	.	-4%	?
COC(=O)[C@H](CC(C)C)NC(=O)N1CCC(C)CC1	.	54%	-1.3%	-2%	17%[9.22 µM]	.	.
CCc1ccc(NC(=O)C2CC=CCC2C(=O)O)cc1 (stereo not drawn)	2%[38.3 µM]	-8%[46.1 µM]	-0.2%	-5%	27%	-4%	2%
Cc1cc(Cl)ccc1N=Cc1c(O)n(C)c(=O)n(C)c1=O	0%[38.3 µM]	9%[46.1 µM]	-10%	-4%	5%	-2%	5%
CC(C)c1nc(SCC(=O)Nc2ccc(N3CCOCC3)cc2)c2ccccc2n1	5%	-5%[46.1 µM]	3.5%	-7%	8%	4%	?
CCCCCCN(C(=O)CCCCCN1C(=O)NC(c2ccccc2)C(C(=O)OCc2ccccc2)=C1C)C(C(=O)NCCCC)c1ccc(OCC(=O)OC)c(C(=O)OC)c1 (stereo not drawn)	.	-23%	-4.8%	0%	-17%[9.22 µM]	.	.
CCOC(=O)c1ccc(NC(=O)CSc2nnnn2C2CCCCC2)cc1	0%	-7%[46.1 µM]	-1.2%	6%	-8%	-3%	-2%
CC1CCN(CCc2nc3cc(NS(=O)(=O)c4ccc(F)cc4)ccc3n2C)CC1	50%[activator][38.3 µM]	7%[46.1 µM]	-0.8%	6%	11%	-2%	?
Cc1cc2nnc(SCC(=O)N3C(C)CCCC3C)n2c(N)n1 (stereo not drawn)	22%[38.3 µM]	2%[46.1 µM]	0.0%	6%	-7%	-3%	-4%
CN1CCN(CC(=O)Nc2cc(N(C)C)nc3ccccc23)CC1	12%	-2%	-1.2%	2%	19%	3%	.
O=[N+]([O-])c1cccc(-c2ccc(/C=N/NC(=S)Nc3ccccc3)o2)c1	6%[38.3 µM]	-23%[46.1 µM]	17%	-15%	?	-2%	11%
COc1c(C(CC(C)C)OC(C)=O)ccc2c1C(=O)OCc1cc(C)cc(O)c1O2 (stereo not drawn)	.	?	13%	9%	-3%[9.22 µM]	.	.
CC1(C)CC(=O)C2=C(C1)NCN(CCCN1CCOCC1)C2	-21%[38.3 µM]	6%[46.1 µM]	1.7%	5%	17%	-4%	6%
Cc1ccc(CN2CCN(Cc3cn(C(C)C)c4ccccc34)CC2CCO)o1 (stereo not drawn)	5%	17%	-1.1%	2%	-15%[9.22 µM]	0%	.
COC(=O)c1nc2cc3c(cc2c(C)c1C(=O)OC)OCO3	-20%[38.3 µM]	-15%[46.1 µM]	-0.3%	3%	11%	0%	3%
Cn1nc(C(F)(F)F)c2cc(C(=O)NC3CC3)sc21	2%	3%[46.1 µM]	2.6%	3%	-8%	0%	-2%
COc1ccc(/C(O)=C/C(=O)C(=O)Nc2c(C)n(C)n(-c3ccccc3)c2=O)cc1	3%[38.3 µM]	2%[46.1 µM]	-1.1%	1%	13%	5%	7%
Cc1ccc(P(=O)(CC(=O)O)c2ccc(C)cc2)cc1	14%[38.3 µM]	-4%[46.1 µM]	-1.0%	3%	0%	-2%	5%

A run of entries taken from the entries so far, for reference:
SMILES	IMPase Li inh	NPSR antag	Epigenetic derep	CBFb RUNX1 block	HttQ103 aggreg	KinaseGlo FLuc	Lamin A splicing
COc1ccc(C(=O)Nc2ccc3oc(-c4cccc(Cl)c4)cc(=O)c3c2O)cc1	.	-34%	2.3%	15%	-3%[9.22 µM]	.	.
CCSC1(SCC)N=C(N)C2(C#N)C(c3ccccc3)NC(C)=CC12C#N (stereo not drawn)	3%[38.3 µM]	-3%[46.1 µM]	-1.1%	-2%	-5%	12%	?

(next part)
SMILES	IMPase Li inh	NPSR antag	Epigenetic derep	CBFb RUNX1 block	HttQ103 aggreg	KinaseGlo FLuc	Lamin A splicing
O=C(C1CCC(Cn2c(=S)[nH]c3ccccc3c2=O)CC1)N1CCOCC1 (stereo not drawn)	-8%[38.3 µM]	-12%[46.1 µM]	-2.0%	5%	-2%	9%	?
CC(C)N(C(=O)Cn1c(Cl)nc2ccccc21)C(C)C	-3%	0%	0.5%	2%	8%[9.22 µM]	1%	?
CC1=[N+]([O-])C(C)(C)C(c2ccc(Br)cc2)=[N+]1[O-]	-8%	-1%	1.1%	6%	20%	2%	?
Cc1cc[n+](-c2[nH]c(=O)sc2/C=N/NC(=O)c2ccccc2[O-])cc1C	.	7%[46.1 µM]	0.9%	-23%	12%	.	-18%
O=C(CSCc1ccc([N+](=O)[O-])cc1)NCCSCc1ccccc1	-1%[38.3 µM]	-15%[46.1 µM]	-2.6%	-6%	-9%	-6%	6%
O=C(c1c(F)cccc1F)N1CCC(O)(c2cccnc2)CC1	8%[38.3 µM]	-12%[46.1 µM]	-1.0%	1%	-8%	0%	-1%
Cc1ccc(CSCC(=O)NCc2ccc(F)cc2)cc1	-5%	4%	-2.4%&0.6%	9%	-8%	-4%	22%[46 µM]
COCCN(Cc1ccccc1)C(=S)Nc1ccc(Cl)cc1	10%	-47%	0.1%	9%	-10%	6%	3%[46 µM]
CN(Cc1ccccc1)S(=O)(=O)c1cccc2nsnc12	12%	-13%	-2.4%	8%	-23%	2%	4%[9.22 µM]
Cc1ccc(-c2noc(-c3ccccc3C(=O)N3CCOCC3)n2)cc1	13%[38.3 µM]	-9%[46.1 µM]	0.0%	0%	-1%	19%	2%
CCN(CCn1cccn1)C(=O)c1cc(COc2c(F)cccc2F)on1	6%	15%	3.1%	5%	-3%[9.22 µM]	-4%	?
CCOC(=O)c1nnn(-c2nonc2N)c1CSc1ccc(C)cc1	17%[38.3 µM]	-32%[46.1 µM]	-1.1%	5%	8%	-4%	?
O=C(c1c[nH]c2ccccc2c1=O)N1CCCCCC1	12%	15%	0.0%	3%	.	0%	?
O=C(NC(Cc1ccccc1)C(=O)N1CCCC1C(=O)O)c1ccccc1 (stereo not drawn)	6%[38.3 µM]	13%[46.1 µM]	-4.3%	7%	12%	1%	4%
CCC(C)NS(=O)(=O)c1ccc(OCC(=O)NCC2CCCO2)cc1 (stereo not drawn)	0%[38.3 µM]	-1%[46.1 µM]	2.1%	5%	-10%	-2%	0%
CC(C)NCC(=O)C12CC3CC(CC(C3)C1)C2	.	17%	1.6%	9%	-14%[9.22 µM]	.	.
CC1=NNC(=O)C1CCC(=O)N/N=C/c1ccc(C)cc1 (stereo not drawn)	.	-7%	3.8%	-1%	8%[9.22 µM]	.	.
CC(C)(C)n1nnnc1C(c1cccc(C#N)c1)N1CCC(Cc2ccccc2)CC1 (stereo not drawn)	34%[38.3 µM]	?	6.3%	8%	-3%	0%	-14%
Cc1c(C2CCN(CCc3ccccc3)CC2)noc1-c1ccc(Cl)cc1	21%&8%	.	0.8%&-0.1%	-3%	.	-1%	.
Cc1nnc(Cl)c2nn(-c3ccccc3F)c(C)c12	1%	13%	1.1%	3%	-7%	-2%	3%
CN(C1=C(N2CCCCC2)C(=O)c2ccccc2C1=O)c1ccccc1	54%[activator][38.3 µM]	13µM*	3.8%	.	-24%	-17%	?
O=C(CCn1nnc2ccccc21)N1CCC(O)(c2cccc(F)c2)CC1	-20%[38.3 µM]	-15%[46.1 µM]	0.3%	0%	8%[9.22 µM]	-5%	6%
